Assay outcomes deposited in PubChem by several laboratories.
PLAP act: PLAP enzyme activators, biochemical, luminescence, HTS; activation fold at 20 µM; hit rate 1.2% among 96,000; Alkaline phosphatase, placental type (Homo sapiens), P05187; purified PLAP enzyme, luminescent substrate read-out; stronger effect = higher value; AID 696, 2007; in the data active = activation fold above about 2
ERb coact inh: inhibitors of ERβ-SRC1 coactivator interaction, primary screen, biochemical, TR-FRET, ERβ LBD, SRC-1 peptide; TR-FRET ER-beta LBD / SRC1-Cy5 peptide binding; receptor agonist-loaded with 1 µM estradiol; inhibition, % at 25.6 µM; hit rate 1.3% among 86,000; AID 633, 2007;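 active = compounds whose percent inhibition of the receptor-coactivator binding signal exceeds about 50% in the single-dose screen, limit read from the data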;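 note: 0% = receptor plus peptide wells without compound and 100% = peptide-only wells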
FAK inh: FAK kinase inhibitors, primary screen, biochemical. Focal adhesion kinase 1 (Homo sapiens), Q05397. biochemical FAK kinase activity assay. inhibition, %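 (tested at 7 µM)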. hit rate 0.84% among 97,000. AID 727, 2007; in the data active = inhibition above about 19%;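 note: 0% = DMSO and 100% = reference compound high control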
ERa coact pot: enhancers of ERα–SRC-1 coactivator binding, primary screen, biochemical, TR-FRET, ERα LBD, low estradiol. TR-FRET ERalpha-LBD/SRC-Cy5 coactivator binding, 2 h; 100 = basal binding, no effect. hit rate 1.3% among 86,000. Estrogen receptor (Homo sapiens), P03372. coactivator binding (% of control), % at 25.6 µM; in the data active = activity above about 200%;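 note: binding measured in presence of low estradiol as agonist stimulus; 0% = peptide alone without receptor and 100% = receptor with peptide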
MT1-MMP txn act: MT1-MMP promoter reporter activation – cell-based, luciferase luminescence, primary screen; hit rate 0.16% among 86,000; AID 750, 2007; activation factor at 10 µM; HT1080 MT1-MMP promoter luciferase reporter, overnight; stronger effect = higher value;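 active = activation factor of at least 2 for MT1-MMP transcription at 10 µM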
CD11b adhes enh: enhancers of CD11b/CD18 adhesion to fibrinogen, primary screen, K562 cells, luminescence; ATPlite luminescence; hit rate 0.07% among 93,000; Integrin beta-2 (Homo sapiens) + Integrin alpha-M (Homo sapiens), P05107+P11215; activation, % at 10 µM; AID 1499, 2009;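 active = 10 µM primary screen giving 50% or more activity, confirmed by 40% or more on retest at that dose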; note: strong numbers were not always called active; reference of the scale not given here
Target sequence (P05107 whole entry, looked up, other chains not shown): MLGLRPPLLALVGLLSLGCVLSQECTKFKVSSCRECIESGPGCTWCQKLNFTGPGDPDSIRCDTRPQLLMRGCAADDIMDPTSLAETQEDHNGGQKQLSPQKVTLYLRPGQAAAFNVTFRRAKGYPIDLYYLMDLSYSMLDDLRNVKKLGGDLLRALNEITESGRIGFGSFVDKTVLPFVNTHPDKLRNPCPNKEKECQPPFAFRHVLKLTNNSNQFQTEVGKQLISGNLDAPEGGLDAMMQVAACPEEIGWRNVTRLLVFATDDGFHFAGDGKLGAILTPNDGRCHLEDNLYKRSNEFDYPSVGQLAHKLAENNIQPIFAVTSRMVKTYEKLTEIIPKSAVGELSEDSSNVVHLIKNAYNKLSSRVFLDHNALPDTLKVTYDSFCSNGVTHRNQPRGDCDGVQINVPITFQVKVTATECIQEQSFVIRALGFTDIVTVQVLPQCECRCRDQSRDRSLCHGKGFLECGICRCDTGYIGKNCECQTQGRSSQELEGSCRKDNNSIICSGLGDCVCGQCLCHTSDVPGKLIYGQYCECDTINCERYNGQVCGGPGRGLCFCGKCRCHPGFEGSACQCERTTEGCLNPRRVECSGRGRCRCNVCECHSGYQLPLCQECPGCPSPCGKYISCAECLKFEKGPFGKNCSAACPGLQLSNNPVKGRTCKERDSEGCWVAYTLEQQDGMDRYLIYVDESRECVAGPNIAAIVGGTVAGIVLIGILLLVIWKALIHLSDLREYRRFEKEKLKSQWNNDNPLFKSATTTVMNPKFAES
Ecoli WT expand: growth inhibitors of wild-type E. coli, primary screen, strain BW25113, expanded library, OD600; growth inhibition, % at 100 µM; hit rate 0.15% among 98,000; AID 710, 2007; OD600 absorbance;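 active = growth inhibition above about 50% at one test dose, limit read from the data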;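 note: growth measured after 20 h incubation at 37 °C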
ERa coact inh: ERα–SRC-1 coactivator interaction inhibitors, primary screen, biochemical, TR-FRET, ERα LBD, estradiol-bound; Estrogen receptor (Homo sapiens), P03372; TR-FRET ER-alpha LBD / SRC-1 peptide; inhibition, % at 25.6 µM; hit rate 1.7% among 86,000; AID 629, 2007; in the data active = inhibition above about 50%;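 note: 0% = receptor plus peptide control and 100% = peptide only without receptor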
Mac1 fbg inh: inhibitors of CD11b/CD18 adhesion to fibrinogen, primary screen, K562 cells, luminescence. Integrin beta-2 (Homo sapiens) + Integrin alpha-M (Homo sapiens), P05107+P11215. ATPlite luminescence; Mn2+ added to activate the integrin. inhibition, % at 10 µM. hit rate 0.54% among 93,000. AID 1497, 2009;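 active = primary inhibition of 50% or more at 10 µM, then 40% or more on retest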; note: some results filed as inactive read as strong as hits
* = called active by the depositor; . = not tested or not shown; [ ] = dose if it differs, or a comment.

SMILES | PLAP act | ERb coact inh | FAK inh | ERa coact pot | MT1-MMP txn act | CD11b adhes enh | Ecoli WT expand | ERa coact inh | Mac1 fbg inh
O=C(NCCc1ccccc1)c1ccccc1NS(=O)(=O)N1CCCC1 | 1.2 | -8.4 | 11.4 | 110.3 | 1.2 | -1.5 | 2.0 | 4.9 | -6.5
Cc1ccc(N=Cc2sc(O)c3ccccc23)c(C)c1 | 0.9 | . | -6.8 | . | . | 2.4 | -14.0 | . | -2.8
O=C(Nc1ccccc1)N1CCc2ccccc21 | . | -8.0 | 0.0 | 107.5[fluorescence artefact?] | 1.2 | . | . | -6.7 | .
COc1cccc(CNC(=O)C2CCN(S(=O)(=O)c3c(C)nn(C)c3C)CC2)c1 | 1.6 | -9.5 | 2.2 | 126.3 | 1.1 | -0.4 | 8.0 | -7.8 | -5.4
CCOC(=O)C1C(=O)C=C(c2ccc(Br)cc2)CC1c1ccco1 (stereo unspecified) | 0.8 | -2.5 | 0.7 | 105.7 | 1 | . | 0.0 | -1.6 | .
Cc1cc(C)c(NC(=O)CSc2nnc(SCC(=O)Nc3c(C)cc(C)cc3C)n2N)c(C)c1 | 1 | -14.4 | -1.6 | 109.2 | 1.2 | -2.6 | -4.0 | -3.7 | -23.0
O=C(Cn1cnc2c(cnn2-c2ccccc2)c1=O)N1CCN(c2ccc(F)cc2)CC1 | 0.9 | -4.6[fluorescence artefact?] | . | 166.1[fluorescence artefact?] | 1 | -1.3 | -1.0 | 10.4[fluorescence artefact?] | -5.5
COc1ccc(-c2nnc3ccc(SCC(=O)N4CCCCC4)nn23)cc1OC | 1 | 3.8 | . | 112.8 | 1 | -6.9 | 2.0 | 0.6 | -44.0
Cc1ccc(S(=O)(=O)N(C)c2ccc(C(=O)N3CCN(Cc4ccc5c(c4)OCO5)CC3)cc2)cc1 | 2* | -8.8 | 0.7 | 89.0 | 1 | -9.1 | -13.0 | -0.9 | 60.7*
O=C(CCn1c(=O)[nH]c2ccsc2c1=O)N1CCN(c2cccc(Cl)c2)CC1 | 1.1 | 3.1[fluorescence artefact?] | 3.5 | 100.1 | 1.2 | -2.3 | 0.0 | 6.9[fluorescence artefact?] | 3.9
N#Cc1c(N)n[nH]c1-c1cc2c([nH]1)CCCC2 | . | 6.7 | 11.2 | 106.3[fluorescence artefact?] | 1.1 | . | 11.0 | -0.6 | .
COc1ccc(-c2nc(CS(=O)CC(=O)NCCC3=CCCCC3)c(C)o2)cc1 (stereo unspecified) | 1.7 | -5.5 | 3.1 | 106.4 | 1.5 | 3.2 | 1.0 | -5.1 | 7.8
COc1ccc(C(C)=O)cc1COC(=O)c1c(C)noc1C | 0.9 | -4.4 | -0.4 | 133.5 | 1 | -3.4 | -4.0 | -5.9 | 5.2
Cc1ccc(C)c(SCC(=O)Nc2nnc(-c3ccccc3)o2)c1 | 1 | -2.1 | -1.0 | 102.8 | 1.2 | -3.4 | -7.0 | 0.5 | -37.3
Cc1[nH]c(C(=O)N2CCCCC2)c(C)c1C(=O)NC1CCCCC1 | . | -4.1 | . | 114.6 | 1 | . | . | -4.8[fluorescence artefact?] | .
NC(=S)Nc1cccc2cc3ccccc3cc12 | 1 | . | 1.2 | . | . | -2.1 | 5.0 | . | 7.6
O=C(OCc1cn(-c2ccc(Cl)c(Cl)c2)nn1)c1ccccc1Cl | 1 | . | 3.3 | . | . | 2.5 | -5.0 | . | -4.9
N#Cc1ccc(NC(=O)c2nc(-c3ccccc3)n(-c3ccccc3)n2)cc1 | 0.9 | 18.1[fluorescence artefact?] | -1.4 | 100.4 | 1.3 | -2.8 | -7.0 | 12.8 | -1.7
CCC(CC)NC(=O)CSc1nnc(-c2ccc(OC)cc2)n1C(C)C | 1 | 0.2 | 0.5 | 109.9 | . | 5.6 | -3.0 | -8.3 | 2.2
COc1cc(NC(=O)C2CCCN(S(=O)(=O)c3cnc[nH]3)C2)cc(OC)c1 (stereo unspecified) | 1.5 | -5.2[fluorescence artefact?] | -1.3 | 133.7[fluorescence artefact?] | 1 | -6.2 | 0.0 | -6.9 | -13.1
O=C(CSc1nc(-c2ccccc2)nc2c1Cc1ccccc1O2)Nc1ccccc1 | 1 | -28.7 | -4.0 | 101.0[fluorescence artefact?] | . | 8.3 | 3.0 | 9.7 | -28.9
Cc1c(OCC(=O)OC(C)C)ccc2c3c(c(=O)oc12)CCC3 | 0.8 | -6.4[fluorescence artefact?] | -1.4 | 102.9 | 0.9 | 7.0 | -6.0 | -10.0[fluorescence artefact?] | 3.6
Cc1cc(C)c(C(=O)c2ccc(C(=O)NC(C)(C)C)cc2)c(C)c1 | 1 | -5.1 | -4.5 | 98.7 | 1 | 2.2 | -7.0 | 3.6 | 6.0
O=C1CN(C(=O)COC(=O)COc2ccc3c(c2)CCC3)c2ccccc2N1 | 0.9 | 3.7 | -0.4 | 103.3 | 1.1 | -0.7 | -5.0 | -7.6 | -20.7
CCN1C(=O)c2n[nH]c(C(=O)OC)c2C1=O | 1.1 | -4.2 | -2.7 | 104.1 | 1.2 | -2.0 | -4.0 | -0.9 | 11.3
CCN1CCN(C2=NC(=O)/C(=C/c3ccc(C)o3)S2)CC1 | 1 | . | -2.7 | . | . | -1.6 | 0.0 | . | -7.2
C=CCNC(=O)CN(c1cccc(Br)c1)S(C)(=O)=O | 0.9 | -1.6 | 1.5 | 103.2[fluorescence artefact?] | 1 | -0.5 | 1.0 | 22.8 | 7.6
CC1C(C)C(O)(c2ccccc2)CCN1C (stereo unspecified) | . | 8.0[fluorescence artefact?] | -3.6 | 101.8 | 1.3 | . | . | 22.4 | .
COc1ccccc1C1(CC(=O)O)CCOC(C)(C)C1 (stereo unspecified) | 1 | . | -1.9 | . | 1 | -2.9 | -4.0 | . | -8.3
CCOC(=O)c1ccc(NC(=O)CSc2nnc(-c3cccs3)n2CC)cc1 | 0.8 | -44.0[fluorescence artefact?] | -6.5 | 383.5*[fluorescence artefact?] | 1 | 3.8 | -6.0 | -92.1[fluorescence artefact?] | -7.9
c1nc(N2CCCCCC2)c2[nH]cnc2n1 | 1.8 | -8.3 | . | 103.6 | . | -3.6 | 6.0 | -1.1 | 2.0
O=C(Nc1ccc2nc(-c3ccco3)c(-c3ccco3)nc2c1)N1CCCCCC1 | 1.4 | . | . | . | 1.3 | 55.3 | -4.0 | . | -50.4
COc1ccc(-c2cc(=O)[nH][nH]2)cc1OC | 2.2* | 5.0[fluorescence artefact?] | 2.8 | 118.9 | 1.1 | -3.9 | -3.0 | 9.2[fluorescence artefact?] | -7.6
CCOC(=O)c1[nH]c(C)c(C(=O)OCc2c(C)noc2C)c1C | 1 | -5.2 | -6.5 | 132.3 | 1.1 | 1.8 | -9.0 | -12.1 | -13.9
Cc1ccccc1-n1c(SCC(=O)NCc2cccs2)nnc1-c1ccncc1 | 1.4 | 22.1 | 10.2 | 86.2 | 1 | -1.6 | 1.0 | 4.7 | -4.7
CC(=O)NNc1cc(=O)c2c(=O)n(C)c(=O)n(C)c2[nH]1 | 0.9 | . | -0.6 | . | . | 1.1 | 5.0 | . | -9.2
COc1ccc(-c2nc3ccccc3n2CCC(C)C)cc1OC | 1.6 | 7.4 | 0.3 | 95.5 | 1.3 | -0.2 | 2.0 | 0.7 | -5.8
N=P(N1CCOCC1)(N1CCOCC1)C12CC3CC(CC(C3)C1)C2 | 0.9 | 6.2 | 1.0 | 123.8 | 1.2 | -0.1 | 3.0 | 2.7 | 0.4
O=c1cc(CSc2nnnn2-c2ccccc2)nc2nc[nH]n12 | 0.8 | -7.7 | -0.6 | 97.3 | 1.1 | -1.4 | -3.0 | -9.3 | -18.5
O=C1CCC(=O)N1CNc1ccc(Oc2ccccc2)cc1 | 0.9 | -6.4 | -0.6 | 117.5 | 1.1 | 0.1 | 44.0 | -7.1 | 6.3

Among those listed so far, 2 contain a cyano group:
SMILES | PLAP act | ERb coact inh | FAK inh | ERa coact pot | MT1-MMP txn act | CD11b adhes enh | Ecoli WT expand | ERa coact inh | Mac1 fbg inh
N#Cc1c(N)n[nH]c1-c1cc2c([nH]1)CCCC2 | . | 6.7 | 11.2 | 106.3[fluorescence artefact?] | 1.1 | . | 11.0 | -0.6 | .
N#Cc1ccc(NC(=O)c2nc(-c3ccccc3)n(-c3ccccc3)n2)cc1 | 0.9 | 18.1[fluorescence artefact?] | -1.4 | 100.4 | 1.3 | -2.8 | -7.0 | 12.8 | -1.7

Next section
SMILES | PLAP act | ERb coact inh | FAK inh | ERa coact pot | MT1-MMP txn act | CD11b adhes enh | Ecoli WT expand | ERa coact inh | Mac1 fbg inh
O=C(Nc1nc(-c2ccccc2)cs1)NC1CCCCC1 | 0.9 | . | -2.8 | . | . | 0.7 | -1.0 | . | -17.5
O=C(NCCC1=CCCCC1)c1cc2c(s1)CS(=O)(=O)C2 | 0.7 | 20.2 | 0.4 | 89.0[fluorescence artefact?] | 1.4 | . | 9.0 | 3.5 | .
CCN1CCN(Cc2c(OC)ccc3ccccc23)CC1 | 0.9 | 8.7[fluorescence artefact?] | 1.0 | 105.2 | 1.1 | 1.2 | -6.0 | 0.0 | -20.6
COc1ccc(N2CCN(C(=O)CCCC3=NS(=O)(=O)c4ccccc4N3)CC2)cc1 | 1.1 | 5.4[fluorescence artefact?] | 2.3 | 98.9[fluorescence artefact?] | 1.1 | 3.6 | -2.0 | 13.8[fluorescence artefact?] | 6.3
CCC(C)C(NC(=O)c1ccccc1NC(=O)c1ccco1)C(=O)NC1CCCCC1 (stereo unspecified) | 1.5 | 21.2[fluorescence artefact?] | . | 86.9 | 1.1 | -2.0 | -2.0 | 56.3*[fluorescence artefact?] | 2.3
CCCCOc1ccc(/C=N/NC(=S)Nc2cccc(C)c2C)cc1 | 1 | . | -3.0 | . | . | -4.5 | -13.0 | . | -4.8
CC(=O)O[C@@H]1[C@@H](OC(C)=O)[C@H](n2ccc3cc([N+](=O)[O-])ccc32)OC[C@@H]1OC(C)=O | . | 0.8 | -7.7 | 92.2 | 1.2 | . | . | -8.6 | .
OCCNc1nc(NCCC2=CCCCC2)nc(N2CCOCC2)n1 | 1.5 | -23.3[fluorescence artefact?] | -2.4 | 108.8 | 1 | . | 7.0 | -8.9 | .
Cc1ccc(OCC(=O)OCC(=O)c2c(N)n(C)c(=O)n(C)c2=O)cc1C | 0.9 | -2.1 | 0.8 | 104.0 | 1.2 | 1.2 | -6.0 | -4.4 | 2.8
COCCCNC(=O)CSc1nc2ccc(N3CCOCC3)cc2c(=O)n1CCc1ccccc1 | . | 6.4 | 10.8 | 86.8 | 1.1 | . | . | 9.4 | .
CCC(CC)NC(=O)Cc1ccc(S(=O)(=O)N2CCOCC2)s1 | 1.7 | . | 2.8 | . | . | -0.8 | 0.0 | . | 3.7
CCN(CC)S(=O)(=O)c1ccc(NC2c3ccccc3C(=O)N2Cc2ccco2)cc1 (stereo unspecified) | 1.6 | 4.4 | 0.8 | 93.7 | . | -1.9 | -12.0 | -0.7 | -8.3
CCC(Sc1ccccc1C(=O)O)C(=O)O (stereo unspecified) | 1.1 | -27.8 | 0.8 | 99.1 | 1.3 | 1.8 | -5.0 | -2.8 | -5.5
CCc1cc(C(=O)Cc2cnn(-c3ccccc3)c2)c(O)cc1O | 1.2 | -3.3[fluorescence artefact?] | 2.9 | 78.5[fluorescence artefact?] | 1.2 | 1.6 | 4.0 | -9.2[fluorescence artefact?] | -4.0
COC(=O)c1ccc(Cl)c(NC(=O)CN2CCC(C)CC2)c1 | 1.8 | -1.0[fluorescence artefact?] | -0.1 | 108.6 | 1.1 | -2.4 | 26.0 | 4.1[fluorescence artefact?] | 0.0
